PriA SSB inh – K. pneumoniae PriA-SSBct interaction inhibition; AlphaScreen SSBct-PriA binding, biotinylated peptide; AID 1272365; 0.6% of 430,000 active; inhibition, % at 33 µM; in the data active = inhibition mostly above about 37%, no sharp cut-off; inactive = mostly below about 20%;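 also: plate controls were negative control peptide for no effect and reference peptide for full effect; strong numbers were not always called active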
An asterisk follows results filed as active; & = joins results of further samples.

SMILES	PriA SSB inh
CC1CCc2c(C(=O)Nc3ncc(Cc4ccccc4)s3)csc2C1 (configuration not stated)	-2
O=C(Cc1cn(Cc2ccccc2)c2ccccc12)NCc1cccs1	-5
CN(C)c1cccc(C(=O)NCC2CCN(c3cnccn3)CC2)c1	16
O=C(Nc1ccc(F)cc1)Nc1ccc2c(c1)N(C(=O)c1ccccc1)CCC2	-12
Cc1cccc(NC(=O)C(=O)NCC2CCN(c3cnccn3)CC2)c1C	4
CCOc1ccc(C(=O)NCc2n[nH]c(=O)c3ccccc23)cc1OCC	1
O=S(=O)(Nc1ccc(-c2ccc3nnc(-c4ccncc4)n3n2)cc1)c1cccc(C(F)(F)F)c1	-12
O=C(Nc1nnc(C2=COCCO2)o1)C1CCN(S(=O)(=O)c2cccs2)CC1	7
COc1ccc(C=NNc2ncnc(Cl)c2N)cc1OC	10
CC(=O)N1CCN(c2ccnc3c2c(=O)n(Cc2ccccc2Cl)c(=O)n3C)CC1	-5
CCOc1nn(CC)cc1C(=O)Nc1cccc(C(C)=O)c1	-5
C[C@](O)(CNC(=O)Cc1ccsc1)c1ccc(-c2ccccc2)cc1	-4
CCCCCSc1oc(-c2ccco2)nc1S(=O)(=O)c1ccc(Cl)cc1	-8
CCCCOc1ccccc1-c1cc2c(SCC(=O)Nc3ccc(Cl)cc3)nccn2n1	-1
O=C(CSc1nnc(CNC(=O)c2ccccc2C(F)(F)F)n1-c1ccc(Br)cc1)c1ccccc1	-31
O=C(/C=C/c1ccccc1O)c1ccccc1O	-8
O=C(Nc1ccc(Br)cc1)c1cnc2n(c1=O)CCS2	-21
C[C@](O)(CCc1ccccc1)CNC(=O)CSC1CCCC1	-9
CCOC(=O)c1ccccc1NC(=O)CSc1nc2cn(CC)nc2c(=O)n1CCc1ccccc1	-9
CCn1c(NCc2ccccc2)nc2ccccc21	-15
Cc1ccc(CC(=O)Nc2nnc(Cc3ccc(Cl)s3)o2)c(C)c1	-11
CC(C)(C)S(=O)(=O)c1ccc2nn(CC(=O)Nc3ccc4c(c3)OCO4)c(=O)n2n1	4
O=C(Nc1cccc(Cl)c1)c1cc(O)cc(O)c1	3
Cc1nn(C)cc1C=NNC(=O)C(C)(C)Oc1ccc(Cl)cc1	-8
COc1ccc(N2CC(C(=O)NN=Cc3cc([N+](=O)[O-])ccc3O)CC2=O)cc1 (configuration not stated)	1
CCOC(=O)c1c(NC(=O)CSc2nc3c([nH]c4ccccc43)c(=O)n2-c2cccc(OC)c2)sc2c1CCCCC2	7
Cc1ccc(C=Nn2c(C)cc(C)c(C#N)c2=O)cc1	-6
CCOc1cccc2sc(NCc3cccnc3)nc12	-7&9
CSc1ccccc1NC(=O)CC1CCCCN1S(=O)(=O)c1ccccc1 (configuration not stated)	13
CSc1nnc(-c2ccccc2NC(=O)c2ccc(Cl)c(S(=O)(=O)N3CCOCC3)c2)o1	-10
Cc1cc(C)cc(NC(=O)C(=O)NCCCCN2CCOC(c3ccccc3)C2)c1 (configuration not stated)	2
O=C(NCc1ccnc(N2CCOCC2)n1)Nc1ccc(F)c(Cl)c1	-26
Cc1cccc(NC(=O)C2CCCCN2S(=O)(=O)c2ccc(Cl)s2)n1 (configuration not stated)	9
O=S(=O)(c1cccnc1)N1CCN(c2ccc3nnc(C4CC4)n3n2)CC1	-7
CC(C)c1ccc(NC(=O)c2sccc2S(=O)(=O)N2CCN(c3ccccc3)CC2)cc1	-1
O=C(c1cc2ccccc2oc1=O)N1CCN(Cc2nc(-c3ccco3)cs2)CC1	-4
O=C(c1ccccc1F)N1CCc2cc(S(=O)(=O)NC3CCCC3)ccc21	-3
CCN1C(=O)c2cccc3c(S(=O)(=O)N4CCN(c5ccccc5F)CC4)ccc1c23	-8
CC(=NNC(N)=O)c1ccc(Cl)cc1	-2
CC(C)c1ccc(S(=O)(=O)N=C2C=C(Sc3ncn[nH]3)C(=O)c3ccccc32)cc1	13
O=C(COc1cccc(C(F)(F)F)c1)NCCn1ncccc1=O	-9
O=C(c1ccc2ncsc2c1)N(CC(F)(F)F)C1CCOCC1	-11
O=C(c1ccno1)N1CC(c2nc(-c3ccsc3)no2)C1	-12
COc1cccc2cc(C(=O)N3CCN=C3c3ccccc3)c(=O)oc12	-6
C[C@H](Oc1ccccc1)C(=O)N1CCC(Oc2ccc(C(F)(F)F)cn2)CC1	-1
O=C(CN1CCS(=O)(=O)CC1)NN=Cc1cccc(C(F)(F)F)c1	-24
Cn1cccc1/C=C(\C(=O)c1ccccc1)N1C=CC=CC1=C(C#N)C#N	5
Cc1nc2ccccc2n1Cc1ccc(C(=O)NCc2cccs2)o1	0
Cc1cccc(-n2c(=O)c3c(c4cc(C)ccc4n3C)n(CC(=O)Nc3ccccc3C(F)(F)F)c2=O)c1	-4
O=C(NCCC(O)c1ccccc1)C(=O)NCc1ccc(F)cc1 (configuration not stated)	-13
Next results:
SMILES	PriA SSB inh
O=C(Nc1nc2c(s1)CN(CC(=O)N1CCc3ccccc31)CC2)c1ccsc1	-11
O=C(Cn1ccn(-c2cccc(Cl)c2)c(=O)c1=O)N1CCCc2ccccc21	-7
O=C(NCc1ccc2c(c1)OCO2)c1ccc2nccnc2c1	-12
O=C(c1ccccc1)c1ccc2c3c(cccc13)C(=O)N(c1ccccc1)C2=O	-6
CN(C)CCNC(=O)C(=O)Nc1ccccc1[N+](=O)[O-]	-4
COc1ccc(C2=NN(C(=O)c3cc(OC)c(OC)c(OC)c3)[C@H](c3ccc(Cl)cc3)C2)cc1OC	-15
Cc1cc(C(=O)Nc2ccc(S(N)(=O)=O)cc2)on1	-23&-1
COc1cc(/C=C2/SC(N3CCN(c4ccccc4)CC3)=NC2=O)c([N+](=O)[O-])cc1OC	-6
Fc1cccc2sc(NCc3cccnc3)nc12	15
COCCN1CCC(CNC(=O)c2ccccn2)CC1	0
O=C(NN=Cc1cc(Cl)ccc1O)c1ccccc1Br	3
Cc1c(NC(=O)CC(c2ccccc2)c2ccccc2)cccc1-c1nc2cccnc2s1	-10
CCOc1ccc(OCC)c(S(=O)(=O)Nc2c(C)nc(N(C)C)nc2C)c1	-4
S=c1[nH]cnc2sc3c(c12)CCC3	-6
O=C(c1ccc(Cn2c(=O)[nH]c3ccccc3c2=O)cc1)N1CCN(c2ncccn2)CC1	-3
O=c1c2sccc2nc(SCc2nc(-c3ccccc3Cl)no2)n1-c1ccc(F)cc1	1
N#Cc1c(NC(=O)CSc2nc3sc4c(c3c(=O)n2-c2ccccc2)CCCC4)sc2c1CCCC2	-11
COc1ccc(S(=O)(=O)CCCC(=O)Nc2ccc(S(N)(=O)=O)cc2)cc1	2
Cc1cc2ncc3c(n2n1)CCN(C(=O)Cc1c[nH]c2ccccc12)C3	-14
CCOc1ccc(-c2ccc(=O)n(CCNS(=O)(=O)CCc3ccccc3)n2)cc1	30
Cn1c(=O)c2c(ncn2CC(=O)NCC2CCCN2c2nc3ccccc3o2)n(C)c1=O (configuration not stated)	1
COc1ccccc1NC(=O)CSc1nc(C)nc2sc(-c3ccccc3)cc12	1
CC(=O)Nc1ncc(S(=O)(=O)Nc2cccnc2)s1	-9
Cc1cc(=O)n2c(n1)SCC2CC(=O)N1CCC(C(N)=O)CC1 (configuration not stated)	8
O=C(COc1ccc(C=NNC(=O)c2ccncc2)cc1)Nc1cccc([N+](=O)[O-])c1	-4
CC(C)S(=O)(=O)c1ccc(CC(=O)NCC(O)c2cccn2C)cc1 (configuration not stated)	-19
O=C(NCCn1nc(C2CC2)cc1C1CC1)Nc1ccccc1Cl	-6
O=S(=O)(/C=C/c1ccccc1)NCC1CCN(S(=O)(=O)c2cccnc2)CC1	-6
CCNC(=S)NN=Cc1ccco1	-11
C=CCNC(=O)CN1CCN(Cc2nc3ccc(OC)cc3[nH]2)CC1	-19

Arranged by SMILES length (low to high): part of the list above.
SMILES	PriA SSB inh
Cc1cc(=O)n2c(n1)SCC2CC(=O)N1CCC(C(N)=O)CC1 (configuration not stated)	8
O=S(=O)(/C=C/c1ccccc1)NCC1CCN(S(=O)(=O)c2cccnc2)CC1	-6
Cn1c(=O)c2c(ncn2CC(=O)NCC2CCCN2c2nc3ccccc3o2)n(C)c1=O (configuration not stated)	1

Other results
SMILES	PriA SSB inh
COc1c(C=NNC(=O)c2ccccc2O)c(CCN(C)C(C)=O)cc2c1OCO2	5
O=C(CS(=O)(=O)Cc1ccccc1)Nc1nc(-c2cccc([N+](=O)[O-])c2)cs1	-1
COc1cccc(C=NNC(=O)c2[nH]c(C)c(C(=O)NN=Cc3cccc(OC)c3)c2C)c1	-8
Cc1ccc(N2CCCS2(=O)=O)cc1NC(=O)C(=O)NCc1ccccc1	-5
O=C(N=c1scc(-c2ccc(Cl)cc2)n1Cc1ccco1)c1ccccc1	-2
Cc1ccc(NN=C(C#N)C(N)=S)c(C)c1	12
O=C(CCc1ccccc1)N(CCN1CCOCC1)c1nc2c(Cl)cccc2s1	8
O=C(Cn1c2ccccc2c2ncn(Cc3ccccc3Cl)c(=O)c21)Nc1ccc2c(c1)OCCO2	-11
COc1ccc(S(=O)(=O)NN=Cc2ccc(OCCN3CCOCC3)c(OC)c2)cc1	-7
COc1ccc(CCC(=O)Nc2cc(C)ns2)cc1	1

Quoted at random: 6 compounds from above.
SMILES	PriA SSB inh
O=C(N=c1scc(-c2ccc(Cl)cc2)n1Cc1ccco1)c1ccccc1	-2
O=C(NCCC(O)c1ccccc1)C(=O)NCc1ccc(F)cc1 (configuration not stated)	-13
O=C(CN1CCS(=O)(=O)CC1)NN=Cc1cccc(C(F)(F)F)c1	-24
O=C(NCCn1nc(C2CC2)cc1C1CC1)Nc1ccccc1Cl	-6
Cc1cc2ncc3c(n2n1)CCN(C(=O)Cc1c[nH]c2ccccc12)C3	-14
COc1c(C=NNC(=O)c2ccccc2O)c(CCN(C)C(C)=O)cc2c1OCO2	5

Additional entries follow:
SMILES	PriA SSB inh
COc1cccc(CSc2nc(CC(=O)NC(C)c3ccccc3)cc(=O)[nH]2)c1 (configuration not stated)	-4
O=C1NCCN1C(=O)Nc1ccc2c(c1)N(C(=O)c1ccccc1)CCC2	-5
O=C(c1ccno1)N(CCCN1CCOCC1)c1nc2c(Cl)cccc2s1	-11
COc1ccccc1-c1nnc2ccc(OCCNS(=O)(=O)c3cccnc3)nn12	-12&0
CCOC(=O)CNC(=O)CSc1nnc(CNC(=O)c2cccc(C(F)(F)F)c2)o1	-1
CCOc1ccc(S(=O)(=O)N2CCN(c3nc(C)cc(N4CCCC4)n3)CC2)cc1	-6
O=S(=O)(NC[C@H]1CCCN1c1nccs1)c1cccs1	-4
COc1ccc(NC(=O)Cn2cnc3c(cnn3C3CCS(=O)(=O)C3)c2=O)cc1OC (configuration not stated)	-9
COc1ccc(NC(N)=Nc2nc(CSc3ccc(C)cc3)cc(=O)[nH]2)cc1	-7
CN1CCN(c2nnnc3c2cnn3-c2ccccc2)CC1	2

In a second layout: results already given.
molecule | PriA SSB inh
CCOC(=O)CNC(=O)CSc1nnc(CNC(=O)c2cccc(C(F)(F)F)c2)o1 | -1
CCOc1ccc(S(=O)(=O)N2CCN(c3nc(C)cc(N4CCCC4)n3)CC2)cc1 | -6

Remaining list, next part.
SMILES	PriA SSB inh
O=C(CSc1nnc2ccc(-c3cccnc3)nn12)Nc1nc2ccccc2s1	-11
COCCN(Cc1ccoc1)C(=O)c1ccc(Cl)s1	1
COC(=O)c1ccc2[nH]cc(C(C)=O)c2c1	-12
Cc1onc(-c2c(Cl)cccc2Cl)c1C(=O)NC(=N)N1CCCC1	-8
CCOCC(=O)NCC1CCN(c2nc3ccccc3s2)CC1	-6
COc1ccc(S(=O)(=O)Cc2nc(-c3ccc(C)cc3)no2)cc1OC	-11
CCOc1ccccc1NC(=O)NCCNc1cc(Nc2ccccn2)ncn1	-7
CCOc1ccc2nc(N(CCN3CCOCC3)C(=O)c3ccnn3C)sc2c1	-9

The list is partial. The share of hits here may be higher or lower than overall.
